# AMPAR-TARP mod – modulates AMPAR-stargazin complexes; O88602+P19491; HEK293 GluA2+stargazin, membrane potential dye (FDSS), glutamate EC50; hits were called plate by plate, in both directions; calls only at 30 µM; 40,000 tested, 3.5% active;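 active means any of four per-well response measures lying three or more SD from its plate-wide compound average, in either direction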
# Target sequence (O88602 whole entry, looked up): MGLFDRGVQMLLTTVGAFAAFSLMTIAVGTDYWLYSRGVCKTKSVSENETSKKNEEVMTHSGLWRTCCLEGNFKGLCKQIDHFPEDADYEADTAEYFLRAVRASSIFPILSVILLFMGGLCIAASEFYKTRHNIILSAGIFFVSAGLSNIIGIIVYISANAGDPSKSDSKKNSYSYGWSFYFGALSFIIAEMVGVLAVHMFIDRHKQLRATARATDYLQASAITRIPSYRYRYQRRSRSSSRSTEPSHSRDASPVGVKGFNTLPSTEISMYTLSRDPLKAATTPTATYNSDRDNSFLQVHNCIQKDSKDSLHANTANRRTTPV
# Target sequence (P19491 whole entry, looked up): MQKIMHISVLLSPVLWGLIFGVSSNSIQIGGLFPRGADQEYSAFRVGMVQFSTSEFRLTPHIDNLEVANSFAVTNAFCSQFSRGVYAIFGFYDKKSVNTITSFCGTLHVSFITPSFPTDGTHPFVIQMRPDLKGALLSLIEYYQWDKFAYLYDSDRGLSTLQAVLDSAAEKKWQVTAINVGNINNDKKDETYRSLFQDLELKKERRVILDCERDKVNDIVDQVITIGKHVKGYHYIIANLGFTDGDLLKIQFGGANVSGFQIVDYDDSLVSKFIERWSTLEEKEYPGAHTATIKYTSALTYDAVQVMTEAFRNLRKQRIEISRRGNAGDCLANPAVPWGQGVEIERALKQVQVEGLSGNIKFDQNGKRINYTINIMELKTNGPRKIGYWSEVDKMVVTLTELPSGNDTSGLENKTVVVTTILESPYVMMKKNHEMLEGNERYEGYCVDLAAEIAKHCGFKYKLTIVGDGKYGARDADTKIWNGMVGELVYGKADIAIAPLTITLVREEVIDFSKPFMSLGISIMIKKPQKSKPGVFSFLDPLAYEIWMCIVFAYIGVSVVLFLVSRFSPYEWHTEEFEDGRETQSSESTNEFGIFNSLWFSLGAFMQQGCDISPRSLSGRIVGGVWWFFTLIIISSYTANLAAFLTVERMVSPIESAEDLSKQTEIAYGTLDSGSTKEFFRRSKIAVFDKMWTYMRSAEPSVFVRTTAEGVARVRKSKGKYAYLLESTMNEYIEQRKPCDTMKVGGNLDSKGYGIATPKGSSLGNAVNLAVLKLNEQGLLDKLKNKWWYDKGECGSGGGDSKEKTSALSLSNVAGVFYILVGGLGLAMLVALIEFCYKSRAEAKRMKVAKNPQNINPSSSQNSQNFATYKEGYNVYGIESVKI
# AMPAR-TARP mod agonism max-min – second read-out of AMPAR-TARP mod, no call of its own (marks repeat the call); compound max-min signal; compound-alone response (agonism);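 unitless range of fluorescence divided by baseline over first 100 seconds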
# AMPAR-TARP mod glutamate slope – second read-out of AMPAR-TARP mod, no call of its own (marks repeat the call); glutamate slope, % of max; measured here: glutamate response slope, % max;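 scaled per plate between vehicle wells and maximal 1 mM glutamate control wells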
# An asterisk follows results filed as active; i = inactive; + = active, no number; & = joins results of further samples.
No.	Compound	AMPAR-TARP mod	AMPAR-TARP mod glutamate slope	AMPAR-TARP mod agonism max-min
1	CSc1ccc(-c2noc(Cn3c(=O)n(-c4ccccc4F)c(=O)c4sccc43)n2)cc1	i	44&104	0.088&0.044
2	COc1ccc(N2C(=O)C(F)(F)C2c2ccc(Br)cc2)cc1 (configuration not stated)	i	70	0.13
3	COc1ccccc1OCC(=O)NC(=S)Nc1ccc(Cl)c(Cl)c1	i	18	0.079
4	CC(C)(C)c1ccc(NC(=O)N2CC(=O)Nc3ccccc32)cc1	i	56	0.073
5	COc1ccc(CNC(=O)C(=O)Nc2cc(N3CCCS3(=O)=O)ccc2OC)cc1	i	35	0.096
6	O=C(NCc1ccc(F)cc1)NCC(O)(c1ccco1)C1CC1 (configuration not stated)	i	67	0.084
7	Cc1cccc(-n2c(=O)c3c(c4cc(C)ccc4n3C)n(CC(=O)Nc3ccccc3C(F)(F)F)c2=O)c1	i	34	0.054
8	COc1ccc(C(=O)NCC(c2cccs2)N(C)C)cc1 (configuration not stated)	i	47	0.059
9	Cc1cccc(OCC(=O)NCCn2nc(-c3ccco3)ccc2=O)c1	i	28	0.019
10	CC(C)S(=O)(=O)c1ccc(C(=O)Nc2nc3c(s2)CSc2ccccc2-3)cc1	i	59	0.11
11	O=C(CC1Nc2cccc3cccc(c23)NC1=O)Nc1ccccc1F (configuration not stated)	i	47	0.12
12	CN(C)c1ccc(C(=O)NCCCS(=O)(=O)N2CCN(c3ccccc3)CC2)cc1	i	72	0.12
13	O=C(Cc1cc(-c2cc3ccccc3o2)on1)N1CCCc2ccccc21	i	50	0.061
14	O=C(NCC1CCN(C(=O)COc2ccccc2)CC1)C1c2ccccc2Oc2ccccc21	i	64	0.089
15	CN(C)C(CNC(=O)C(=O)Nc1ccc(OC(F)(F)F)cc1)c1ccccc1Cl (configuration not stated)	i	41	0.13
16	COc1ccc(C(=O)N2CCN(c3nccn3C)CC2)cc1OC	i	62	0.079
17	CC1CCN(S(=O)(=O)c2ccc(C3CCCCC3)cc2)CC1	i	49	0.053
18	O=C(Cn1nc(-c2ccc3c(c2)OCO3)ccc1=O)Nc1ccc2c(c1)OCO2	i	41	0.04
19	COC(=O)CC1SC(=O)N/C1=N/NC(=O)c1ccncc1 (configuration not stated)	i	64	0.11
20	Cc1ccc(S(=O)(=O)c2nnn(-c3cc(F)ccc3F)c2C)cc1C	i	67	0.11

# Looked up above.
# CN(C)C(CNC(=O)C(=O)Nc1ccc(OC(F)(F)F)cc1)c1ccccc1Cl (configuration not stated) in AMPAR-TARP mod agonism max-min → 0.13
# COc1ccc(N2C(=O)C(F)(F)C2c2ccc(Br)cc2)cc1 (configuration not stated) in AMPAR-TARP mod agonism max-min → 0.13
# O=C(NCC1CCN(C(=O)COc2ccccc2)CC1)C1c2ccccc2Oc2ccccc21 in AMPAR-TARP mod agonism max-min → 0.089

# (cont.)
No.	Compound	AMPAR-TARP mod	AMPAR-TARP mod glutamate slope	AMPAR-TARP mod agonism max-min
21	Cc1cc(C(=O)Nc2cccc(N3CCCC3=O)c2)ccc1[N+](=O)[O-]	+	49*	0.21*
22	COC(=O)c1ccc2c(=O)n(CC(=O)O)c(=S)[nH]c2c1	i	53	0.068
23	COc1ccc(NC(=O)CN2CCN(S(=O)(=O)c3ccc(C(C)C)cc3)CC2)c(OC)c1	i	45	0.069
24	CN(C1CCCC1)S(=O)(=O)c1ccc(C(=O)Nc2nc3ccccc3s2)cc1	i	59	0.069
25	CC(C)CCNC(=O)C(=O)Nc1ccc(N2CCCS2(=O)=O)cc1	i	45	0.033
26	O=C(NCCc1cccs1)c1nnn(-c2ccccc2Cl)c1-c1ccncc1	+	73*	0.037*
27	CCCCOc1ccc(S(=O)(=O)Nc2cccc(-c3ccc(=O)n(C)n3)c2)cc1	i	55	0.042
28	COc1ccc(CCNS(=O)(=O)c2cc3c4c(c2)CCN4C(=O)CC3)cc1OC	i	58	0.089
29	O=C(NCC1CCCO1)C1CN(C(=O)COc2ccccc2F)C1 (configuration not stated)	i	53	0.083
30	C=CCNc1oc(-c2ccc(S(=O)(=O)N3CCC(C)CC3)cc2)nc1C#N	i	76	0.097
31	Cc1cccc(C)c1N1CCN(S(=O)(=O)c2ccc([N+](=O)[O-])cc2)CC1	i	56	0.04
32	COc1ccc(C)cc1NC(=O)COc1ccccc1C(C)(C)C	i	82	0.081
33	O=S(=O)(c1ccc(F)cc1F)N1CCN(Cc2nc(-c3ccco3)cs2)CC1	i	63	0.12
34	COCC(=O)N1CCCc2ccc(NC(=O)CSCc3ccccc3)cc21	i	59	0.082
35	O=S(=O)(NCc1ccsc1)c1ccccc1Cl	i	38	0.037
36	O=C(c1ccc([N+](=O)[O-])s1)N(CCN1CCOCC1)c1nc2c(F)cccc2s1	i	48	0.094
37	COc1cc(S(=O)(=O)NC(C)c2ccc(-n3ccnc3)cc2)c(OC)cc1C (configuration not stated)	i	68	0.088
38	CCSc1ccccc1C(=O)NCCCn1cccc1	i	54	0.039
39	CC(=O)Nc1cccc(NC(=O)C(=O)NCC2CCN(C3CCCC3)CC2)c1	i	57	0.09
40	COc1ccc(S(=O)(=O)CCC(=O)Nc2nc(-c3ccc(Cl)cc3Cl)cs2)cc1	i	74	0.074
41	CC(O)(CNC(=O)Nc1ccccc1C(F)(F)F)C1CC1 (configuration not stated)	i	68	0.1
42	COc1ccc(OC)c(-c2cc3ccc4c(c3oc2=O)CN(Cc2ccncc2)CO4)c1	i	50	0.083
43	Cc1cc(C)c(C#N)c(SCC(=O)Nc2nc(-c3ccccc3)ns2)n1	i	61	0.083
44	COc1ccc(CC(=O)Nc2ccc(N3CCCCS3(=O)=O)cc2)cc1	i	60	0.13
45	CCOC(=O)c1c(NC(=O)c2nc3nc(C)cc(C(F)F)n3n2)sc2c1CCCC2	i	48	0.068
46	CS(=O)(=O)N1CCC(C(=O)NCCc2csc(-c3ccc(F)cc3)n2)CC1	i	61	0.058
47	CCOC(=O)c1ccc(-n2c(C)cn3c4c(=O)n(C)c(=O)n(C)c4nc23)cc1	i	44	0.085
48	COc1cccc(N2C(=O)/C(=C/c3ccccc3OC)SC2=S)c1	i	63	0.083
49	CCOc1cn(-c2ccc(F)cc2)nc1C(=O)N1CCN(C)CC1	i	65	0.11
50	CSc1ccc(-c2noc(Cn3ccn4nc(-c5ccc(Cl)cc5)cc4c3=O)n2)cc1	i	64	0.12
51	CCc1cccc(NC(=O)COC(=O)c2cc(C(C)=O)n3ccccc23)c1	i	53	0.089
52	COC1CCN(S(=O)(=O)c2ccc(F)cc2F)CC1	i	52	0.08
53	Nc1ccc(S(=O)(=O)Nc2ccc(S(N)(=O)=O)cc2)cc1	i	44	0.035
54	Cc1ccc(S(=O)(=O)N(C)c2ccc(NS(C)(=O)=O)cc2)cc1	i	51	0.067
55	CCC(=O)Nc1ccc(Cl)c(NC(=O)c2cccs2)c1	i	29	0.064
56	O=C(NCc1nc2ccccc2[nH]1)C1CN(C(=O)c2c[nH]c3ccccc23)C1	i	59	0.099
57	O=C(NCC1CCN(Cc2ccccc2)CC1)C(=O)Nc1cccc(F)c1	i	60	0.061
58	O=c1c2scc(-c3ccccc3)c2ncn1Cc1cc(=O)n2ccccc2n1	i	13	0.085
59	COc1ccc(-c2csc(CN3CCN(S(=O)(=O)c4ccccc4)CC3)n2)cc1	i	59	0.15
60	COc1cn(CC(=O)Nc2cccc(Cl)c2)c(CSc2nccc(C)n2)cc1=O	i	53	0.043

# Compound profiles (already shown):
# CCOc1cn(-c2ccc(F)cc2)nc1C(=O)N1CCN(C)CC1 across the screens: AMPAR-TARP mod: i; AMPAR-TARP mod glutamate slope: 65; AMPAR-TARP mod agonism max-min: 0.11
# COc1ccc(CNC(=O)C(=O)Nc2cc(N3CCCS3(=O)=O)ccc2OC)cc1 across the screens: AMPAR-TARP mod: i; AMPAR-TARP mod glutamate slope: 35; AMPAR-TARP mod agonism max-min: 0.096

# (listing goes on)
No.	Compound	AMPAR-TARP mod	AMPAR-TARP mod glutamate slope	AMPAR-TARP mod agonism max-min
61	CC(=O)Nc1sc2c(c1-c1nc3ccccc3s1)CCC(C)C2 (configuration not stated)	i	80	0.14
62	O=C(c1ccsc1)N1CCC(c2ccsc2)CC1	i	69	0.077
63	Cc1cccc(Cn2c(N3CCN(CC(N)=O)CC3)nc3c2c(=O)[nH]c(=O)n3C)c1	i	-1	0.078
64	Cc1ccc2c(c1)N(C(=O)Cn1cc(-c3nc(-c4cnccn4)no3)ccc1=O)CCO2	i	50	0.12
65	Cc1cc(-c2ccccc2)c2c(n1)sc1c(=O)[nH]cnc12	i	50	0.17
66	CCCNC(=O)c1c(N)n(-c2ccc3c(c2)OCO3)c2nc3ccccc3nc12	i	67	0.13
67	COc1ccccc1N1C(=O)N(c2cccc([N+](=O)[O-])c2)C2CS(=O)(=O)CC21 (configuration not stated)	i	45	0.08
68	O=C(Nc1nnc(CS(=O)(=O)c2ccccc2)o1)c1cc2ccccc2o1	i	37	0.1
69	CC(Oc1ccc(Cl)cc1Cl)C(=O)Nc1cccc(-c2ccc(=O)n(C)n2)c1 (configuration not stated)	i	52	0.031
70	O=C(NCCn1ncc2c(N3CCN(c4ccccc4)CC3)ncnc21)C12CC3CC(CC(C3)C1)C2	i	49	0.055
71	CC1CC(=O)Nc2c1c(NC(=O)c1ccc(=O)[nH]c1)nn2C (configuration not stated)	i	54	0.12
72	Cc1noc(C)c1S(=O)(=O)Nc1ccc(-c2ccc(=O)n(C)n2)cc1	i	55	0.045
73	COc1ccc(C2(CNC(=O)c3cn(C)nc3OC)CCCC2)cc1	i	52	0.1
74	Cc1ccc(NS(=O)(=O)c2ccc(N3C(=O)CCS3(=O)=O)cc2)cc1C	i	62	0.095
75	COc1ccc(NC(=O)c2ccc(=O)n(CC(=O)NCCc3ccccc3)n2)cc1	i	55	0.026
76	O=C(Nc1ccc(Cl)c(Cl)c1)N1CC=C(c2ccccc2)CC1	i	53	0.041
77	O=S(=O)(c1cccc(Cl)c1)N1CCN(Cc2ccc3c(c2)OCO3)CC1	i	47	0.085
78	COc1ccc(NC(=O)Nc2ccc(N)cc2)cc1	i	25	0.076
79	COC(=O)N1CCC(CNC(=O)c2ccsc2)CC1	i	63	0.073
80	Cc1cccc(Cn2c(=O)c3c(nc4n(-c5ccccc5O)c(C)cn34)n(C)c2=O)c1	i	57	0.13
81	CN1CCOc2ccc(NS(=O)(=O)c3cccc4ccccc34)cc2C1=O	i	7	0.079
82	COc1ccc(SCC(=O)Nc2nc(-c3cccs3)cs2)cc1	i	63	0.093
83	CC(C)C(=O)N1CCCc2cc(NC(=O)c3ccc(Cl)cc3)ccc21	i	60	0.065
84	Cc1nn2c(N3CCN(c4ccccn4)CC3)c3c(nc2c1-c1ccccc1)CCC3	i	68	0.11
85	Cn1nc(C2CCCN(C(=O)COc3ccccc3)C2)n(-c2ccccc2)c1=O (configuration not stated)	i	43	0.1
86	O=C(NCC1CCN(C(=O)Nc2ccc(F)cc2)CC1)c1ccsc1	i	44	0.052
87	Cc1ccc(S(=O)(=O)N2CCC(C(=O)Nc3nc(-c4ccccc4)cs3)CC2)cc1	i	46	0.054
88	O=C(Cc1csc(NC(=O)c2ccc[nH]c2=O)n1)NCCC1=CCCCC1	i	46	0.044
89	CCCN1C(=O)NC2(CCN(S(=O)(=O)c3ccc(NC(C)=O)cc3)CC2)C1=O	i	40	0.049
90	COc1cccc(-c2nnc3ccc(OCCNC(=O)c4sc(C)nc4C)nn23)c1	i	57	0.073
91	Cc1nn(C2CCS(=O)(=O)C2)c(C)c1CC(=O)NCc1ccccc1Cl (configuration not stated)	i	65	0.13
92	Cn1nnc2c(Nc3ccccc3Cl)ncnc21	i	52	0.051
93	Oc1ccc2c(Cc3ccc(Cl)cc3)noc2c1	i	40	0.15
94	COc1ccc2nc(-c3cccc(NC(=O)c4ccc(OC)c(OC)c4)c3)cn2n1	i	31	0.024
95	O=C(CSc1nnc(CCn2ccc(=O)[nH]c2=O)o1)N1CCc2ccccc21	i	56	0.053
96	CC(C)NC(=O)CSc1nnc(N2CCN(c3ccc(F)cc3)CC2)s1	+	19*	0.13*
97	Cc1nc(Nc2ccc(NC(=O)Nc3ccccc3)cc2)cc(-n2ccnc2)n1	i	59	0.088
98	O=C(CSc1cc(N2CCN(c3ccccc3F)CC2)ncn1)N1CCc2ccccc21	i	64	0.078
99	Cc1cc(Br)cc(C)c1OCC(=O)Nc1ccc2c(c1)OCO2	i	66	0.08
100	CCCNC(=O)c1ccc2c(=O)n(-c3cc(C)cc(C)c3)c(SCC(=O)CC(=O)OC)nc2c1	i	45	0.085
101	COCCCNC(=O)C(=O)Nc1c2c(nn1-c1cccc(Cl)c1)CS(=O)(=O)C2	i	93	0.076
102	CCOC(=O)N1CCN(CC(O)COc2cccc(OC)c2)CC1 (configuration not stated)	i	50	0.052
103	O=C(CN(c1ccc(F)cc1)S(=O)(=O)c1cccnc1)N1CCc2ccccc21	i	53	0.12
104	COc1ccc(-c2cc(C(=O)NC3CCCCC3C)c3c(C)nn(C4CCS(=O)(=O)C4)c3n2)cc1 (configuration not stated)	i	56	0.042
105	O=C(COc1ccccc1F)NCCn1ncc2c(NCc3ccco3)ncnc21	i	62	0.097
106	CC(C)S(=O)(=O)c1ccc(C(=O)Nc2sccc2C#N)cc1	i	52	0.11
107	CN1CCN(c2ccc(NC(=O)c3ccc(OCc4ccccc4)cc3)cc2)CC1	i	46	0.052
108	COC(=O)c1ccc2c(=O)n(CC(=O)N3CCN(Cc4ccccc4)CC3)c(=S)[nH]c2c1	i	71	0.063
109	Cc1c(Cl)cccc1NC(=O)Cn1c(=O)c(CNc2ccccc2)cc2cc3c(cc21)OCCO3	+	63*	0.068*
110	O=C(Nc1nc(-c2ccc(Cl)cc2Cl)cs1)c1ccno1	i	46	0.087
111	CON(C)C(=O)C1CN(C(=O)c2cccs2)C1	i	52	0.07

# Screening results (PubChem BioAssay)

# An excerpt (hit frequency here may not be typical).
